Source: PubChem BioAssay
TPT1 inh – C. albicans TPT1 enzyme inhibition. inhibition, % at 5 µM. AID 1962. recombinant caTPT1, FP RNA substrate dephosphorylation. 300,000 tested, 0.81% active;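 active = inhibition above the mean of all tested compounds plus 3 SD, set per screening campaign, cut at about 24% in these data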;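 note: plate controls were DMSO alone for no effect and ferristatin control at 100 nM for full effect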
Efflux pump inh – inhibitors of Candida antifungal efflux pumps expressed in yeast; S. cerevisiae Candida pump triplex, Nile Red efflux; inhibition, % at 10 µM; 330,000 tested, 0.44% active;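 active = plate passing quality check with inhibition over a set limit, or well fluorescence over plate mean plus 4 SD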;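 note: Nile Red retained in pooled yeast measured as flow cytometry median fluorescence; 0% = buffer negative control and 100% = Enniatin B positive control; higher means more Nile Red kept so more efflux inhibition; some compounds called inactive have numbers as strong as hits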
PP5 primary – PP5 (human) phosphatase inhibition. P53041. purified PP5c, OMFP substrate fluorescence. inhibition, % at 6.7 µM. 320,000 tested, 0.18% active. AID 1987;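 active = inhibition above the campaign's mean inhibition across all tested compounds plus 3 SD, cut at about 9.5% in these data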;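 note: 0% = DMSO only and 100% = 100 µM cantharidin control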
proCasp7 act – counter-screen for procaspase-3 activators: activators of human procaspase-7; P55210; recombinant procaspase-7, Ac-DEVD-pNA absorbance 405 nm; D23A/D198A/D206A triple mutant, cannot self-cleave; scale: DMSO 0, 5 µM enzyme 100; activation, % at 8.5 µM; 330,000 tested, 0.093% active;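 active = percent activation above the screen-wide mean plus 3 SD, cut at about 25% in these data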
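Test system: Procaspase-7 triple mutant (PC-7 D3A). Also added: Ac-DEVD-pNA substrate, 400 µM as added. Schedule: 1 h enzyme–compound preincubation and 2 h substrate reaction, both 25 °C. Signal: p-Nitroaniline absorbance at 405 nm, read at 0 and 120 min. Control set: low DMSO alone, high DMSO plus 5 µM PC-7.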
proCasp3 act – procaspase-3 (human) activation; P42574; recombinant procaspase-3 D3A, Ac-DEVD-pNA absorbance 405 nm; activation, % at 8.5 µM; 330,000 tested, 0.11% active;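 active = activation above the mean of all tested compounds plus 3 SD, cut at about 21% in these data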;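 note: 0% = DMSO alone and 100% = DMSO wells spiked with extra 5 µM PC-3 D3A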
Target sequence (P42574 whole entry D9A/D28A/D175A): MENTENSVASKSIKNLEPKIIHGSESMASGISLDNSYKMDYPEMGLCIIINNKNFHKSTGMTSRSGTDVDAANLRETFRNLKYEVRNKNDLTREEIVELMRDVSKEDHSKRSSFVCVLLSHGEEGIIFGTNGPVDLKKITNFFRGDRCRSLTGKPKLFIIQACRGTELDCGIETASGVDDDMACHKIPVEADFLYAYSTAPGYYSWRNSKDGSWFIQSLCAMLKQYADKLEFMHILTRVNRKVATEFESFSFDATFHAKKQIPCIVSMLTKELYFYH
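material = Procaspase-3 D3A mutant | probe or stimulus = Ac-DEVD-pNA | compound = single dose, 8.5 µM nominal compound, 0.8% DMSO | timing = 1 h preincubation, 2 h reaction | measured by = 405 nm absorbance of p-nitroaniline, reads at 0 and 120 min | benchmarks = DMSO-only low control, 5 µM PC-3 D3A high control | repeats = singlicate, each compound tested once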
JMJD2C inh – inhibitors of human GASC-1 (JMJD2C) demethylase; inhibition, % at 2.35 µM; 330,000 tested, 0.069% active; GST-JMJD2C(1-420) H3K9me3 demethylation, DELFIA europium; AID 2099;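 active = more than half of a compound's replicate wells show inhibition beyond 50%, single wells judged on their own value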;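 note: signal counts dimethyl H3K9 product captured on neutravidin plate; 0% = median of DMSO wells and 100% = 0.3 times that DMSO median; strong numbers were not always called active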
Target sequence (Q9H3R0 1-420 limits assumed): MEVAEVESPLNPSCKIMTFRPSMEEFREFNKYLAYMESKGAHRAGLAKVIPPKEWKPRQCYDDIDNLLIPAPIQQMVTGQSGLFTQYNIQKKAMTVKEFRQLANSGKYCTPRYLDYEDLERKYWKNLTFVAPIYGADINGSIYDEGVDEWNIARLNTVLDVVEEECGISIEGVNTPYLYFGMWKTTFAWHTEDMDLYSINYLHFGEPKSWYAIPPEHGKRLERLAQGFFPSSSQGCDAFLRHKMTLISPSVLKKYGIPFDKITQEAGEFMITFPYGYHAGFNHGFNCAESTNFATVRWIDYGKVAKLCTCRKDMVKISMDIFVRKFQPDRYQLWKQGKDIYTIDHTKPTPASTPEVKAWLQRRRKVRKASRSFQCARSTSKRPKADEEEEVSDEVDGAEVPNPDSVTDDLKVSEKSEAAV
core dimer inh – HCV core protein dimerization inhibition; AID 1899; TR-FRET GST/Flag-core106 dimerization, 1536-well; 300,000 tested, 0.33% active; inhibition, % at 5 µM;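 active = inhibition above the mean of all tested compounds plus 3 SD, set per screening campaign, cut at about 45% in these data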
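assay system = GST-tagged and Flag-tagged HCV core protein residues 1-106 | controls = unlabelled core106 and no-GST-core106 wells | incubation = compound-protein-antibody incubation 4 h at 22.5 °C | probe or stimulus = Eu donor and XL665 acceptor anti-tag antibodies | read-out = % inhibition based on acceptor/donor emission ratio | signal = TR-FRET 671 and 617 nm emission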
CTSL1 counter – blocks F. hepatica cathepsin L1 in PFM18AAP counter-screen. recombinant F. hepatica cathepsin L1, Z-Leu-Arg-MCA fluorescence. inhibition, % at 5.96 µM. 300,000 tested, 0.49% active;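 active = inhibition above the mean of all tested compounds plus 3 SD, set per screening campaign, cut at about 17% in these data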;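 note: 0% = plate median of test compound wells and 100% = 1 µM Z-Phe-Ala-diazomethylketone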
PP1 inh – counter-screen for PP5 inhibitors: inhibitors of human PP1-alpha | P62136 | inhibition, % at 6.7 µM | purified PP1alpha, OMFP fluorescence | 320,000 tested, 0.9% active;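 active = inhibition above the mean inhibition of all tested compounds plus 3 SD, computed separately for each screening campaign, cut at about 15% in these data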
Target sequence (P62136 whole entry, looked up): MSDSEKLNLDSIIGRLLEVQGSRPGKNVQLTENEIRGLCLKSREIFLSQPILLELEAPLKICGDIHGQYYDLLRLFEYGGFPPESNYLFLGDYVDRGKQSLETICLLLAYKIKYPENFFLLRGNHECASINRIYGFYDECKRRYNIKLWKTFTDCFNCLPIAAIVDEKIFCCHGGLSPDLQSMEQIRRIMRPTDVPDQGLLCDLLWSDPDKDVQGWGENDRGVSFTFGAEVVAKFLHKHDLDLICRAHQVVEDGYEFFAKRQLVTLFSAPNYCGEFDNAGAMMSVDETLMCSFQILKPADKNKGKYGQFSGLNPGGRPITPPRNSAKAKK
* hit, by the source's call; . = no result given. No enrichment for hits. Share with any hit: about 2.9%.

Order of values – TPT1 inh, Efflux pump inh, PP5 primary, proCasp7 act, proCasp3 act, JMJD2C inh, core dimer inh, CTSL1 counter, PP1 inh
#1 COc1cc(CN2CCNC(=O)C2CC(=O)NCCCN2CCOCC2)cc(OC)c1 (stereo unspecified)
 : -3, -0.3, -0.4, -6, -1, 7, -3, 1, 2
#2 CC1=CCC2C(=O)N(c3cccc(C(=O)N(C)C4CCCCC4)c3)C(=O)C2C1 (stereo unspecified)
 : 2, 0.0, -0.9, 5, -4, 6, 1, -2, -1
#3 CC(C)c1cc(CNC(=O)CCc2nnc(CCCc3ccccc3)o2)on1
 : -3, 0.0, -1.1, 13, -2, 13, -5, -3, 1
#4 CC(C)(C)NC(=O)C(c1ccc(O)cc1)N(C(=O)CCC(=O)Nc1ccccn1)c1ccc(F)cc1 (stereo unspecified)
 : 1, 0.0, 0.1, 5, 3, -8, 2, 0, -6
#5 COC(=O)c1c(C(=O)OC)c2ccccn2c1C(=O)c1ccc([N+](=O)[O-])cc1
 : 1, -0.1, -1.2, 3, -8, -13, 25, 5, -1
#6 COc1ccc(C2/C(=C(/O)c3ccc4c(c3)CC(C)O4)C(=O)C(=O)N2Cc2ccncc2)cc1 (stereo unspecified)
 : 2, 0.6, 1.6, -64, -9, -2, -3, 1, 14
#7 CC1(C)CC(=O)c2c(S(C)(=O)=O)sc(Br)c2C1
 : 0, 0.5, 0.6, 4, -9, 8, 0, 7, -3
#8 COC(=O)c1ccc(C(C(=O)NCc2ccccc2)N(Cc2cccs2)C(=O)c2cnccn2)cc1 (stereo unspecified)
 : -1, 0.0, -0.2, 2, 4, 1, -3, -3, 0
#9 Cc1ccc(F)c(Oc2cc(NN3CCCCC3)c([N+](=O)[O-])cc2[N+](=O)[O-])c1
 : 4, -0.2, 1.8, 2, 5, 8, 4, 1, -1
#10 Cc1cc(NC(=O)COC(=O)C2CC(=O)N(c3ccc(C)c(Cl)c3)C2)no1 (stereo unspecified)
 : 0, -0.1, -0.4, 2, -3, -12, 1, -3, 0
#11 COc1ccc(CN(CCN)C2CC(C)N(C)CC2C)cc1 (stereo unspecified)
 : 3, 0.0, 2.0, -7, 12, 3, -3, 1, 1
#12 O=C(c1ccco1)N(CCC(c1ccccc1)c1ccco1)Cc1ccco1 (stereo unspecified)
 : 3, 0.2, 2.6, -5, -7, 10, 52*, 26*, 17*
#13 COc1ccc(Nc2nc(N)c(C(=O)c3ccc(F)cc3)s2)cc1
 : 4, 12*, 3.7, -20, -29, 1, -3, 7, 1
#14 O=C(N/N=C/c1cn(-c2ccccc2)nc1-c1ccc2c(c1)OCCO2)c1ccncc1
 : 0, 0.0, 1.7, 3, 6, 43, -1, 2, 7
#15 O=C(O)c1c(F)c(F)cc2ccccc12
 : 4, 0.1, 3.3, -12, -2, -7, -4, -2, 3

The list continues:
Order of values – TPT1 inh, Efflux pump inh, PP5 primary, proCasp7 act, proCasp3 act, JMJD2C inh, core dimer inh, CTSL1 counter, PP1 inh
#16 O=C(Nc1ccccc1Br)c1cccc2ccccc12
 : -3, -0.1, 1.2, 2, -13, 3, 2, 1, -4
#17 CC(C)C(=O)NC(=S)Nc1ccccc1N1CCN(C(=O)c2ccc(Cl)cc2)CC1
 : 1, 0.1, 1.4, -4, 8, -8, 9, 2, 2
#18 COc1cccc(-c2ncc3ccccc3c2COC(=O)c2ccc(Br)cc2)c1
 : ., -0.1, 0.8, 6, -6, 14, ., ., 0
#19 CN(C)c1ccc([C@@H]2[C@@H]([N+](=O)[O-])[C@H]3C=Cc4ccccc4N3[C@H]2C(=O)c2ccc(Cl)cc2)cc1
 : 82*, 0.3, 0.7, -17, -6, 7, 35, 4, 16*
#20 Cc1cc(C)n2nc(SCC(=O)N/N=C/c3cccc(Br)c3)nc2n1
 : -1, -0.1, -0.2, 8, -5, 4, 0, 1, 2
#21 COC(=O)c1c(NC(=O)COC(=O)CCNS(=O)(=O)c2ccccc2)sc(C)c1C
 : -1, 0.0, 1.5, 7, 0, -6, 4, -20, -1
#22 COc1ccc(OC)c(C2C(C#N)=C(N)N(N(C)C)C3=C2C(=O)CC(C)(C)C3)c1 (stereo unspecified)
 : -2, -0.1, 1.2, 5, -3, -26, 1, 0, 1
#23 COCCNC(=S)N1CCN(c2ccc(Cl)cc2)CC1
 : 0, -0.2, -1.7, 1, 2, -5, -2, 1, -2
#24 CC(=O)N1CCN(CC(=O)Nc2ccc(SC(F)F)cc2)CC1
 : -1, 0.0, -3.5, -2, 3, -5, -10, 3, -1
#25 COc1cc2cc(CN(CCc3cccc(C)c3)C(=S)NCCCN(C)C)c(=O)[nH]c2cc1OC
 : -1, 0.2, 4.0, -2, 12, -2, -8, -2, 3
#26 O=C1c2ccccc2NC(c2c(Cl)cccc2Cl)N1Cc1ccccc1 (stereo unspecified)
 : -1, 0.1, 3.4, -4, 6, -2, 21, 1, 5
#27 c1ccc2c(c1)-c1cccc3c1c-2cc1ccccc13
 : ., -0.1, -1.4, 2, 14, 14, ., ., -3
#28 Cc1ccc(NC(=O)CN(C)S(=O)(=O)c2ccc3c(c2)n(C)c(=O)c(=O)n3C)cc1
 : -2, 0.1, -2.5, 2, 0, 3, 1, -7, -2
#29 CCOC(=O)c1c(C)[nH]c(C(=O)N2CCCC(C(=O)c3ccccc3OC)C2)c1C (stereo unspecified)
 : -1, 0.0, 0.3, 9, 0, -2, -2, -3, 0
#30 Cn1c(SCC(=O)OCC(=O)c2ccccc2)nnc1-c1cccs1
 : -4, -0.1, 0.3, 1, -1, -22, -4, -22, -5

Looked up by compound from the entries so far:
Order of values – TPT1 inh, Efflux pump inh, PP5 primary, proCasp7 act, proCasp3 act, JMJD2C inh, core dimer inh, CTSL1 counter, PP1 inh
#14 O=C(N/N=C/c1cn(-c2ccccc2)nc1-c1ccc2c(c1)OCCO2)c1ccncc1
 : 0, 0.0, 1.7, 3, 6, 43, -1, 2, 7
#22 COc1ccc(OC)c(C2C(C#N)=C(N)N(N(C)C)C3=C2C(=O)CC(C)(C)C3)c1 (stereo unspecified)
 : -2, -0.1, 1.2, 5, -3, -26, 1, 0, 1
#27 c1ccc2c(c1)-c1cccc3c1c-2cc1ccccc13
 : ., -0.1, -1.4, 2, 14, 14, ., ., -3

The list goes on:
Order of values – TPT1 inh, Efflux pump inh, PP5 primary, proCasp7 act, proCasp3 act, JMJD2C inh, core dimer inh, CTSL1 counter, PP1 inh
#31 COc1ccc(Nc2nnc(-c3ccc(O)cc3)c3ccccc23)cc1C(N)=O
 : -5, -0.1, -1.6, 1, 5, -7, -10, 4, -1
#32 CCC1=NN(C(=O)c2ccc([N+](=O)[O-])cc2)C(O)(c2ccccc2)C1 (stereo unspecified)
 : -1, -0.1, 5.2, -4, 1, 3, -3, 2, 1
#33 Cc1cccc(-c2noc(-c3ccc4c(c3)OCO4)n2)c1
 : -3, 0.0, 0.2, 0, 2, -5, -2, -1, -1
#34 O=C(C1CCN(C2CCN(Cc3cccc4c3OCO4)CC2)CC1)N1CCOCC1
 : -1, -0.1, -0.8, 4, 6, 1, 1, 5, 5
#35 COc1ccc([C@@H]2CC=C(C(=O)O)[C@H](c3ccc(Cl)cc3)N2S(=O)(=O)c2ccc(C)cc2)cc1OC
 : 1, -0.1, 1.8, -1, 9, 0, 6, 2, 4
#36 O=C(CCn1cnc2ncccc2c1=O)N1CCN(c2cccc(Cl)c2)CC1
 : 0, 0.0, 2.2, 5, -7, 163, -1, -5, -4
#37 Cc1c(C(=O)N2CCCCC2)sc(NC(=O)C2CC2)c1C#N
 : 1, 0.1, -1.0, -7, -2, 4, 7, 0, -1
#38 CCCCN1CCNC[C@@H]1Cc1ccc(O)cc1
 : -3, -0.1, -2.4, -9, 4, -42, -5, 4, -4
#39 O=C(O)CCC(=O)N1CCC(C(=O)c2cccc(Cl)c2)CC1
 : -1, 0.0, -1.2, 2, 0, 6, 0, 3, 0
#40 CC(C)c1nc(SCC(=O)N2CCOCC2)c2c(=O)n(C)c(=O)n(C)c2n1
 : -3, 0.0, -2.3, 0, 5, 5, 9, -1, 2
#41 COc1ccc(-c2[nH]c(-c3ccc(SC)cc3)nc2SCC(=O)Nc2nccs2)cc1
 : -1, -0.1, 1.8, -4, -3, 1, -8, 2, 1
#42 Cc1cc(-c2cc(C(=O)Nc3ccccc3)on2)nc(NCC2CC2)n1
 : 1, 0.2, 3.0, 8, 9, -5, -2, 4, -1
#43 CCC(=O)N/C(N)=N/c1nc2ccccc2o1
 : 1, 0.0, -2.1, 9, 3, -6, -3, 2, -5
#44 Cc1ccc(-n2c(-c3ccncc3)n[nH]c2=S)c(C)c1
 : -1, -0.1, 0.1, -9, -10, -1, 5, -2, -3
#45 O=C(N/N=C/c1ccco1)c1cc(-c2ccc3ccccc3c2)n[nH]1
 : -2, 0.1, 6.2, 7, -6, 2, 12, 2, 8

Later entries:
Order of values – TPT1 inh, Efflux pump inh, PP5 primary, proCasp7 act, proCasp3 act, JMJD2C inh, core dimer inh, CTSL1 counter, PP1 inh
#46 CCOC(=O)c1c(C)[nH]c(C)c1S(=O)(=O)NC(CC)CN1CCOCC1 (stereo unspecified)
 : -2, -0.3, 1.3, 4, -9, 15, -5, 1, -3
#47 Cc1cc(C)nc(SC2CC(=O)N(c3ccc(Br)cc3)C2=O)n1 (stereo unspecified)
 : -4, -0.2, -1.1, -17, -24, -12, -8, -5, 0
#48 Cc1cccc(NC(=O)[C@H](Cc2ccccc2)NC(=O)OCc2ccccc2)c1
 : 4, -0.2, 3.6, -2, -3, -9, 8, -1, 0
#49 CCOc1cc(/C=C2\CCCC(C(=O)C(F)(F)F)=C2O)ccc1O
 : 36*, -0.4, 0.0, -10, -5, 2, 2, -2, -1
#50 Cc1cc(C)c(C(=O)COC(=O)CCn2c(C)csc2=O)cc1C
 : -4, 0.0, -0.9, -11, -10, 4, -11, -2, 2
#51 COC(=O)c1ccc(NC(=O)CNC(=O)c2sc3ccccc3c2Cl)cc1
 : ., 0.4, 2.2, -8, 4, -8, ., ., 15*
#52 O=C(Nc1ccccc1N1CCOCC1)c1cccs1
 : -6, 0.0, 0.1, -3, 1, 6, -4, -2, 1
#53 CC(OC(=O)/C=C/c1ccccc1)C(=O)Nc1cccc(C#N)c1 (stereo unspecified)
 : -2, 0.0, 1.9, -6, 1, 0, -3, -19, 0
#54 O=C1CSc2ccc(C(=O)N3CCN(c4ccccn4)CC3)cc2N1
 : -1, 0.8, 1.3, -9, 4, -4, -2, -4, -14
